# Screening results (PubChem)
# NPYLR7 agonist – mosquito NPYLR7 agonism; HEK293T NPYLR7/Galpha15, GCaMP6s calcium fluorescence; activation, % at 10 µM; 0.15% of 270,000 active; in the data active = activation above about 40%;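 also: 0% = vehicle and 100% = reference agonist at the receptor; some compounds past the cut are filed as inactive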
# mcGAS lum – blocks mouse cGAS activity. Q8C6L5. recombinant cGAS, Kinase-Glo ATP depletion luminescence. inhibition, % at 12.5 µM. 0.15% of 160,000 active. AID 1259399;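 also: 0% = negative control wells and 100% = reference inhibitor with no enzyme activity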
# hcGAS inh – human cGAS inhibition | recombinant h-cGAS, ATP depletion, Kinase-Glo luminescence | inhibition, % at 12.5 µM | 0.081% of 290,000 active;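 also: 0% = vehicle reaction and 100% = reaction without DNA for no activity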
# Target sequence (Q8N884 whole entry, looked up): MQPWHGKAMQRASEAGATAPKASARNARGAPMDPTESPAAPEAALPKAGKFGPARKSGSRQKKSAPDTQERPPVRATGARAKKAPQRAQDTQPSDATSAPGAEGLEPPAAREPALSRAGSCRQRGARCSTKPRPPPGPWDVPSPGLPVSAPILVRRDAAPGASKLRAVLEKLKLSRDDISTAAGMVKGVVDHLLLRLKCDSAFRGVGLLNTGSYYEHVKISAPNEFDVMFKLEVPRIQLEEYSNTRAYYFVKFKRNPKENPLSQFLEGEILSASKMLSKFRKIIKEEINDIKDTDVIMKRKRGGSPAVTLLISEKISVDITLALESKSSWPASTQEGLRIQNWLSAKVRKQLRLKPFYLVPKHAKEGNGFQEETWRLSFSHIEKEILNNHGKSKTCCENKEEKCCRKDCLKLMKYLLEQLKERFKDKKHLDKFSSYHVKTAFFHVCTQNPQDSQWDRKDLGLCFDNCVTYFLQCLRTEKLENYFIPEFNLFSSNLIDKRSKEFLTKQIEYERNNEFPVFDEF
# The depositor's hits bear a star; . = not tested or not shown; & = joins results of further samples. Rule as the data show it, unless noted: active = inhibition above about 40%; inactive = the rest. Compounds as they come (roughly 0.29% active in at least one column).
compound	NPYLR7 agonist	hcGAS inh	mcGAS lum
Cc1c(C(=O)NCc2ccncc2)c(CC(C)C)nn1-c1cccc(F)c1	-2	-8	-8
CN(CCCNC(=O)C1CCN(c2ccncc2)CC1)C1CCCCC1	.	2	-2
CCOC(=O)C(c1cc(OC)ccc1OC)C1C=CC(NC(=O)c2c(Cl)cc(Cl)cc2Cl)C1 (stereo not given)	4	-8	-9
Cc1cc(C)n(-c2ccc(N3CCN(C(=O)c4ccccc4Br)CC3)nn2)n1	-3	-4	-10
N#Cc1ccccc1OCC(=O)NCc1ccccc1F	-8	-12	.
COc1ccc(-c2ccc(/C=C3/NC(=S)NC3=O)o2)c([N+](=O)[O-])c1	7	2	-2
C[C@]1(C#N)C[C@H](c2ccccc2)N=C1c1ccccc1	3	-1	.
CCCS(=O)(=O)N1CCN=C1SCc1ccc(C(F)(F)F)cc1	4	0	0
CC1CC(C)CN(Cc2nc3c(c(=O)n(C)c(=O)n3C)n2CC(=O)c2ccccc2)C1 (stereo not given)	-4	-9	-6
CC(Cc1ccsc1)n1ccnc1-c1ccc(-n2ccnc2)cc1 (stereo not given)	.	2	-2
C#CCn1c(=NC(=O)CN2C(=O)CCC2=O)sc2cccc(OC)c21	-3	3	0
O=C(CCc1ccsc1)NC1CC(=O)N(Cc2ccc(F)cc2)C1 (stereo not given)	21	-6	.
Cc1cccc(-c2nc(SCCN3CCCC3)c3c(=O)n(C)c(=O)n(C)c3n2)c1	-4	-5	-8
COc1cc2c(cc1OC)CN(C1CCCN(C(=O)/C=C/c3cccs3)C1)CC2 (stereo not given)	-3	-8	.
Cc1ccc(CSc2nc(CC(=O)NCc3ccccc3)cs2)cc1	.	-6	-6
O=C(Nc1ccccc1)N(C1=NCCC1)c1ccccc1	2	-1	-4
Cc1ccc(-n2ncc3c(-n4nc(C)cc4NC(=O)c4ccccc4F)ncnc32)c(C)c1	4	-6	-9
O=C1CCC(=O)N1Cc1cccc(CN2C(=O)C3(CC(=O)N(Cc4ccccc4)C3=O)c3ccccc32)c1 (stereo not given)	11	-6	-5
Cc1csc(NC(=O)CCNS(=O)(=O)c2ccccc2)n1	-1	-2	-4
Cn1c(=O)[nH]c(=O)c2ccc(C(=O)O)nc21	2	-3	.
CCCOC1CCCN(c2cc(CCN)nc(C)n2)C1 (stereo not given)	11	-7	.
Cc1ccc(C)n1-c1ccc(C(=O)N2CCN(S(=O)(=O)c3ccc(F)cc3F)CC2)cc1	5	-7	.
CCc1c(C)nc(-c2cccc(F)c2)nc1N1CCN(C(=O)Nc2ccccc2Br)CC1	-4	-12	-6
Cc1ccc(C(=O)Nc2ccccc2C2SCC(=O)N2c2ccccc2F)cc1[N+](=O)[O-] (stereo not given)	4	-5	-9
C=CCCC(=O)N1CCC(n2c(=O)oc3ccc(C(C)(C)C)cc32)CC1	-2	-6	-7
O=c1c2ccccc2cnn1CCc1n[nH]c(=S)n1-c1cccnc1	-9	-3	-8
NC(=O)c1ccsc1NC(=O)CSc1ncc(-c2ccccc2)n1C1CC1	5	1	.
Cc1cc(C(=O)NNC(=O)c2ccccc2Br)c(C)n1C1CC1	6	-8	.
COc1ccc(Cn2nccc2N)c(OC)c1	0	-10	.
CCOc1ccccc1NC(=O)NCCC(=O)N1CCC(C(=O)Nc2ccc(OC)cc2)CC1	-12	0	1

# Rewritten field by field: part of the list above
> Cc1c(C(=O)NCc2ccncc2)c(CC(C)C)nn1-c1cccc(F)c1
  NPYLR7 agonist: -2 | hcGAS inh: -8 | mcGAS lum: -8
> CN(CCCNC(=O)C1CCN(c2ccncc2)CC1)C1CCCCC1
  NPYLR7 agonist: . | hcGAS inh: 2 | mcGAS lum: -2

# Further structures follow:
compound	NPYLR7 agonist	hcGAS inh	mcGAS lum
CCOCCCN(CC(=O)N(CCc1ccc(OC)c(OC)c1)Cc1cccs1)C(=O)Nc1ccccc1Br	-8	-1	1
COC(=O)C1CCN(C(c2cccc(F)c2)C2Sc3nc(C)nn3C2=O)CC1 (stereo not given)	-2	-8	.
CC1ON=C(c2ccccn2)N(CCOc2ccc(F)cc2)C1=O (stereo not given)	-3	-3	.
COc1cccc(OCCCCOc2ccc3ccccc3c2)c1	-1	-1	.
CC(=O)N(Cc1cc(NC(=O)c2cccc(F)c2)ccc1N(C)C)C1CC1	-4	-9	-7
Cc1cc2nc3ccc(=[N+](C)C)cc-3sc2cc1N	-11	-13	.
CN(NC(=O)CC(=O)NN(C)C(=S)c1ccccc1)C(=S)c1ccccc1	-3	-5	-12
CCOC(=O)NCCS(=O)(=O)N1CCN(c2ccc(F)cc2)CC1	-6	3	-1
Cc1c(CC(C)C)nc(N)c(C#N)c1-c1ccccc1Cl	0	-1	.
CN(Cc1ccccc1)c1cc(Oc2ccc(F)c(F)c2)ncn1	-5	0	-7
COc1ccc2c(c1)C=C([C@@H]1C[C@H]3CN(CCc4ccccc4)C(=O)[C@]34CCCN14)CO2	9	-6	.
Nc1c(NC(=O)NC2CC2)c(-c2ccccc2)nn1-c1ccccc1Cl	.	-4	-4
N#CC(=Cc1c2ccccc2cc2ccccc12)c1nnc2n1CCCCC2	-7	2	.
O=C(Nc1c(Cl)cccc1Cl)N1CCC2(CC1)SCCN2C(=O)COc1ccccc1	21	-2	-4
CCOC(=O)[C@H]1C[C@]2(CCCCN(C)C2=O)N(C(=O)COC)[C@H]1c1ccccc1	2	0	-6
O=C(Nc1ccc(Cl)c(Cl)c1)N1CCSC1c1ccco1 (stereo not given)	-4	-5	-5
CC(c1ccccc1)N(Cc1cc(NC(=O)c2ccccc2Cl)ccc1N(C)C)C(=O)c1ccco1 (stereo not given)	-1	-3	-2
CCC(NC(=O)Cc1ccccc1)C1c2cc(OC)c(OC)cc2CCN1Cc1ccccc1 (stereo not given)	7	-6	-2
Cc1ccc(-n2c(C)cc(/C=C/C(=O)NCC3CCS(=O)(=O)C3)c2C)cc1 (stereo not given)	7	-6	.
Cc1ccccc1N1CCCN(Cc2nc(C3CC3)no2)CC1	4	-5	-9
COc1ccc2c(c1)CCc1cc(CCC(=O)NCCN3CCOCC3)n(CCc3cccc(F)c3)c1-2	26	-1	-6
CCC(C)(C)COC(=O)c1ccc(CS(C)(=O)=O)o1	4	-6	.
CCOc1ccc(-c2ccc(=O)n(Cc3ccc(Br)cc3)n2)cc1	13	-10	.
CC(C)=NOC(C)C(=O)NCCNc1ccccc1 (stereo not given)	-4	-2	-5
COC(=O)c1ccc(CN2CCN(c3cccc(F)c3)C(=O)C2C)cc1 (stereo not given)	1	-6	-6
CC(=O)n1cc(C(C[N+](=O)[O-])SCc2ccccc2)c2ccccc21 (stereo not given)	2	-4	.
COc1ccc2cc(C3CN(CCn4cccn4)CCO3)ccc2c1 (stereo not given)	5	-3	.
CCOc1cc(-c2c(-c3ccccc3)ncn2Cc2c(C)n[nH]c2C)ccc1OC	-6	1	1
Cc1ccc(N=P(c2ccncc2)(N2CCCC2)C(C)(C)C)c(C)c1 (stereo not given)	6&3	-4&-7	.
CN(Cc1ncc[nH]1)Cc1cn[nH]c1C1CCCCC1	2	-4	-15
COc1ccc(CNS(=O)(=O)c2ccc(C)cc2C)cc1OC	28	-18	.
Cc1nc2ccc(NC(=O)CCn3cnc4sc(C)c(C)c4c3=O)cc2s1	-2	0	-2
Cc1ccc(-n2nc(C(=O)N(C)C3CCCCC3)c(=O)n(Cc3ccccc3Cl)c2=O)cc1C	.	-2	-4
CCc1ccc(OC(C)C(=O)Nc2ccccc2C(N)=O)cc1 (stereo not given)	4	2	.
CC(c1nc(Cc2ccccc2)no1)N1CCNCC1 (stereo not given)	-1	-7	-5
OCCC1CN(CC2CCCCC2)CCN1Cc1ccsc1 (stereo not given)	10	-9	-10
O=C(O)C1(Oc2ccc(F)cc2F)CCN(C/C=C/c2ccccc2)CC1	19	-2	.
c1ccc(CCC2CN(Cc3ccoc3)CCO2)cc1 (stereo not given)	9	-4	-15
CCOC(=O)c1c(NC(=O)C(C)(C)C)sc(C(=O)Nc2ccccc2)c1C	-7	-4	-2
COc1cccc(Cn2cccc2CN(Cc2ccccc2)C(=O)CN(C(=O)c2ccc(F)cc2)C(C)C)c1	17	0	-5
N[C@H]1CN[C@H](C(=O)N2CC(N3CCCCC3)C2)C1	7	-1	.
O=C(CCCCSc1nnc(Cc2ccccc2)n1-c1cccc(C(F)(F)F)c1)NC(c1ccccc1)c1ccccc1	15	0	-3
CC1(C(=O)NCc2cccs2)CCN1CCc1ccccc1 (stereo not given)	5	1	.
C=CCNc1ccccc1C(=O)NC(C)Cc1ccncc1 (stereo not given)	-2	-5	.
CCCc1c(C)nn(-c2ccc(C(=O)N[C@H]3CCCC[C@H]3C(=O)OCC)cc2)c1C	-7	0	-3
COc1ccc(/C=C2/NC(=S)NC2=O)cc1[N+](=O)[O-]	-5	-4	5
O=C(Nc1ccc(N2CCc3ccccc3C2)c(C(=O)NCC2CCCO2)c1)c1ccc2ccccc2c1 (stereo not given)	-4	-15	-5
COc1cc(NC(=O)c2ccoc2C)ccc1N1CCCC1=O	7	-14	-13
O=C(Nc1ccc(F)cc1)c1nn(-c2cccc(C(F)(F)F)c2)c(=O)n(Cc2ccc(F)cc2)c1=O	-3	-3	-3
Cc1onc(-c2ccccc2)c1C(=O)NNC(=O)c1ccc(Br)cc1	7	-2	.
CC1CCCCC1NC(=O)Cn1cnc2c(cnn2C)c1=O (stereo not given)	4	-4	-3
CC(C)CC1NC(=O)N(Cc2ccc(C(N)=O)cc2)C1=O (stereo not given)	0	3	.
CSC1CCCC1N(C)C(=O)C1(O)Cc2ccccc2C1 (stereo not given)	0	-2	.
COc1ccc(Cl)c2sc(N(CCN3CCOCC3)C(=O)c3ccn(C)n3)nc12	.	-4	-4
Cc1nc2ccccc2nc1N1CCN(C(=O)c2c(C)noc2C)CC1	25	-6	-9
CCN(C(=O)CCN1CC=CCC1)c1ccccc1C	8	-6	-17
CCn1c(SCc2ccc(C(=O)Nc3ccc(F)cc3)cc2)nnc1-c1ccc([N+](=O)[O-])cc1	3	-5	-6
CCC(C)NC(=O)c1cc(-c2cccc(OC)c2)nn1-c1ccc(C)cc1 (stereo not given)	0	-5	-3
COC(=O)CCc1c(C)nn(-c2ccc(C(=O)NCc3ccco3)cc2)c1C	-12	-5	-2
CN(Cc1nc2ccccc2c(=O)[nH]1)C(=O)CSCc1cccs1	-2	-1	.

# Brought forward from above: 5 compounds, followed by the next part.
compound	NPYLR7 agonist	hcGAS inh	mcGAS lum
CCN(C(=O)CCN1CC=CCC1)c1ccccc1C	8	-6	-17
CCn1c(SCc2ccc(C(=O)Nc3ccc(F)cc3)cc2)nnc1-c1ccc([N+](=O)[O-])cc1	3	-5	-6
CCC(C)NC(=O)c1cc(-c2cccc(OC)c2)nn1-c1ccc(C)cc1 (stereo not given)	0	-5	-3
COC(=O)CCc1c(C)nn(-c2ccc(C(=O)NCc3ccco3)cc2)c1C	-12	-5	-2
CN(Cc1nc2ccccc2c(=O)[nH]1)C(=O)CSCc1cccs1	-2	-1	.
CC1CN(Cc2nc3c(c(=O)n(C)c(=O)n3C)n2Cc2ccc(Cl)cc2Cl)CC(C)O1 (stereo not given)	2	-7	.
COc1cccc(Cc2nsc(N3CCC(CNC(=O)c4ccc([N+](=O)[O-])cc4Cl)CC3)n2)c1	16	-5	-6
COCc1cc(N2CCOCC2)nc(SCc2ccc(C(=O)N3CCCC3)cc2)n1	7	-5	-4
CCNC(=O)N(CC(=O)N(CCc1c[nH]c2ccccc12)Cc1ccc(F)cc1)C1CC1	10	1	-5
CCCc1nc(C2CN(C(=O)C3CCCCN3CCC)CCO2)n[nH]1 (stereo not given)	5	-9	.
Cc1ccccc1CNC(=O)CN1C(=O)NC(C)(c2ccc(F)cc2)C1=O (stereo not given)	3	-4	.
C#CCOc1ccc(C(=O)Nc2ccc(C3CC3)nn2)cc1	-3	3	.
NC(=O)Cn1c(CO)cnc1SCc1cccc2ccccc12	1	-5	.
N=C(CC(O)COc1ccccc1-c1ccccc1)N1CCCCC1 (stereo not given)	-12	-3	.
CCCc1c(C)nn(-c2ccc(C(=O)Nc3cccc(Cl)c3)cc2)c1C	0	-4	-4
Cc1cnc(NC(=O)c2cccc(CN(C)Cc3ccno3)c2)s1	.	-4	-16
COc1ccc(-c2c[n+](=O)c3c(n2[O-])CCCC3)c(OC)c1	9	-1	.
O=C(c1cc(F)cc(F)c1)N(Cc1nc2cc(Cl)ccc2o1)C1CCCC1	0	-5	-6
CCn1cnnc1CN(C)Cc1cccc2c1oc1ccccc12	15	-4	-7
CCCCCNC(=O)c1sc2[nH]c(=S)[nH]c(=O)c2c1C	-1	1	.
Cc1cc(C)nc(NC(N)=O)n1	3	-5	.
COc1ccc(-n2nc(C(=O)O)c(=O)n(Cc3ccccc3F)c2=O)cc1	19	1	.
CC1(C(=O)NCc2ccc3c(c2)OCO3)CCN1C(=O)CCc1ccc(Cl)cc1Cl (stereo not given)	-3	6	1
O=C(Cc1cccs1)NNC(=O)c1cccn(Cc2ccc(F)cc2)c1=O	-9	-2	-2

# 3 entries out of the list, arranged by SMILES length, highest first:
compound	NPYLR7 agonist	hcGAS inh	mcGAS lum
CCNC(=O)N(CC(=O)N(CCc1c[nH]c2ccccc12)Cc1ccc(F)cc1)C1CC1	10	1	-5
CCCc1nc(C2CN(C(=O)C3CCCCN3CCC)CCO2)n[nH]1 (stereo not given)	5	-9	.
Cc1cnc(NC(=O)c2cccc(CN(C)Cc3ccno3)c2)s1	.	-4	-16
